# CCT chaperon mod = changes cytosolic chaperonin activity. purified chaperonin ATPase assay, HTRF ADP detection, 30 min. activity change, % (no concentration beside the values), hits read low. hit rate 0.3% among 360,000; in the data active = activity change below about -30%; also: % is scaled to controls: 0 for no effect and ±100 for the full control effect
#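 Nucleotide hydrolysis assay: TRiC at 20–40 nM final (set by batch activity) with 10 uM ATP, 30 min at 37 °C, in presence of 76 uM compound. Detection by competitive ADP HTRF, 30 min ambient.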
# Nrf2 ARE act = Nrf2 pathway activation; AREc32 ARE-luciferase reporter (MCF7-derived line), luminescence, 24 h; Potency, µM (titrated, usually from 46.1 µM), for the others: top-dose activation, usual class: activators; hit rate 0.31% among 410,000; AID 624171; also: potency is read from the fitted curve at half-maximal effect; % of control where 0% means no effect; nearly all actives have a fitted effect of over 65% in size
#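 Each well held 1000 AREc32 cells, which were incubated with compound for 24 hr at 37 deg C after overnight attachment, and ARE reporter activity was quantified by firefly luciferase luminescence.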
# EPAC2 antag = blocks human EPAC2 exchange factor | Q8WZA2 | EPAC2 GEF exchange of Rap1B-BODIPY-GDP, fluorescence | Potency, µM (highest dose often 114 µM), for the others: top-dose activity, negative = inhibition, hits mostly inhibitors | hit rate 0.18% among 360,000 | AID 720708; also: potency is read from the fitted curve at half-maximal effect; % is scaled to controls: 0 for no effect and ±100 for the full control effect; nearly all actives have a fitted effect of over 45% in size; many of its hits are not listed in these tables
# Target sequence (Q8WZA2 whole entry, looked up): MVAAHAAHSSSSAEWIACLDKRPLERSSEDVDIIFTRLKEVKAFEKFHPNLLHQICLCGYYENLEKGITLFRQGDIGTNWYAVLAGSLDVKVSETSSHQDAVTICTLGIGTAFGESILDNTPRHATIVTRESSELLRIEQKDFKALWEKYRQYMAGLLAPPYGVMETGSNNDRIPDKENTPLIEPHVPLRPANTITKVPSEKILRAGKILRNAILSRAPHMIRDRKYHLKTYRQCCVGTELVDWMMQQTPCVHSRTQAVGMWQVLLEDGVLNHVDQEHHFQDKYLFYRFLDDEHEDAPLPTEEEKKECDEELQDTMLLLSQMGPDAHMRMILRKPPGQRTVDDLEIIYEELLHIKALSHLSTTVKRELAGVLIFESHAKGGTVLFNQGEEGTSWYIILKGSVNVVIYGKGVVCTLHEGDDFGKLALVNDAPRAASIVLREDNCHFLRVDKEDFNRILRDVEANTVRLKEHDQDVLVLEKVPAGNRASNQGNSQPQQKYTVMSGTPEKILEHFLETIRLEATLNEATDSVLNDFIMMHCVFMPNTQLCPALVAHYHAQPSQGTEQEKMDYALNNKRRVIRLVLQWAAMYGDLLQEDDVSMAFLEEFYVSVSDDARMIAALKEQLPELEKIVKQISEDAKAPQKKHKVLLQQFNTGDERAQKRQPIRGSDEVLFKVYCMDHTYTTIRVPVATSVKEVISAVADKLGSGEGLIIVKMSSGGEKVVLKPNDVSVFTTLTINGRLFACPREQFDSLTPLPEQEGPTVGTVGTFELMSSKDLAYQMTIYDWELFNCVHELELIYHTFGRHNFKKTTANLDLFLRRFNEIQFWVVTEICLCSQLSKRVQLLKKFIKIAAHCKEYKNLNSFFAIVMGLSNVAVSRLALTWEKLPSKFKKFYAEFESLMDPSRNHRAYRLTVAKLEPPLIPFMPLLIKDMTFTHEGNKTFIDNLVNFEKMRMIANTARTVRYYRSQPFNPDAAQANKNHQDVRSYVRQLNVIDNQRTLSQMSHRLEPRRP
# MmCpn inh = inhibitors of Methanococcus maripaludis chaperonin (MmCpn) | purified Mm-Cpn ATPase, ADP Transcreener TR-FRET | hit rate 0.031% among 330,000 | Potency, µM (doses to about 76.9 µM), for inactives: at the highest dose activity, negative = inhibition, most hits filed as inhibitors; also: potency is read from the fitted curve at half-maximal effect; % is scaled to controls: 0 for no effect and ±100 for the full control effect; nearly all actives have a fitted effect of over 80% in size
#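 Inhibition of chaperonin ATP hydrolysis is measured as reduced ADP production, detected by competitive TR-FRET in which signal falls with ADP. Final enzyme 25 nM and ATP 10 uM, reacted 30 min at 37°C.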
# Akt phos inh = Akt phosphorylation inhibition; Neuro2A IGF-stimulated pAkt S473 HTRF, 20 min; active compounds read low; activity change, % for hits at 50 µM; hit rate 0.32% among 360,000; AID 651550; in the data active = activity change below about -80%; inconclusive = mostly about -51% to -80%; also: % is scaled to controls: 0 for no effect and ±100 for the full control effect
#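 Neuro2A cells in DMEM with 0.5% FBS, overnight at 37 deg C, given compound at single 50 µM final, then IGF (6 nM final) for 20 min at 37 deg C. Lysed; phospho-Akt Ser473 by HTRF after 24 h, 665/615 ratio.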
# EPAC2 ag = agonists of human EPAC2 (RAPGEF4); AID 720711; EPAC2 activation, biochemical qHTS; response scale: 100% = 6.5 mM cAMP response; hit rate 0.079% among 360,000; Q8WZA2; Potency, µM (doses to about 154 µM), for the others: top-dose activation, actives largely listed as activators; also: potency is read from the fitted curve at half-maximal effect; nearly all actives have a fitted effect of over 50% in size
#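 Compounds were titrated in qHTS against a Rap1B-BODIPY-GDP (250 nM) complex with EPAC2 (100 nM) and GDP (50 uM). BODIPY-GDP release tracked at 480/540 nm over 30 min at room temperature, normalized to 6.5 mM cAMP.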
# TGFb inhibitor = TGF-b pathway inhibition | HepG2 CAGA-GFP TGF-b/SMAD3 reporter, GFP fluorescence, 18 h; TGF-beta stimulated, 500 pg/mL final | Potency, µM (series often up to 46.1 µM), inactives show at the top dose activity, negative = inhibition, usual class: inhibitors | hit rate 1.2% among 410,000; also: potency is read from the fitted curve at half-maximal effect; % is scaled to controls: 0 for no effect and ±100 for the full control effect; nearly all actives have a fitted effect of over 65% in size
#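 HEPG2 CAGA-GFP reporter cells (1000/well, DMEM with 1% FBS) received compounds, then recombinant TGF-beta at 500 pg/mL final for 18 hours at 37 degrees C. Per-cell GFP summed per well was normalised to unstimulated and stimulated DMSO controls before curve fitting.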
# A549 tox = counter-screen for Nrf2 inhibitors: cytotoxicity in A549 cells. hit rate 0.16% among 390,000. AID 504648. A549 ARE-Fluc cells, CellTiter-Fluor viability, 18-24 h. Potency, µM (titrated, usually from 46 µM), for the others: at the top dose activity change, negative = cytotoxicity, usual class: inhibitors; also: potency is read from the fitted curve at half-maximal effect; % is scaled to controls: 0 for no effect and ±100 for the full control effect
#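 A549 ARE_Fluc cells in 5% FBS OPTI-MEM were exposed to compounds in concentration-response for 18-24 h at 37 deg C. Viability was read by CellTiter-Fluor fluorescence (Ex 405/Em 525) after 30 min, before the luciferase read.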
# Nrf2 inh = blocks Nrf2 signaling; A549 ARE-Fluc reporter, luciferase luminescence, 18-24 h; Potency, µM (top dose mostly 46 µM), without a hit: at the top dose activity change, negative = inhibition, most hits filed as inhibitors; hit rate 2.1% among 360,000; AID 504444; also: potency is read from the fitted curve at half-maximal effect; % is scaled to controls: 0 for no effect and ±100 for the full control effect; nearly all actives have a fitted effect of over 60% in size
#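 A549 ARE_Fluc cells (5000/well, 5% FBS OPTI-MEM) pre-incubated 2 h, then treated with compounds 18-24 h at 37C/5% CO2 in concentration-response. CellTiter-Fluor viability read first; BugLite luciferase luminescence after 15 min at room temperature gives Nrf2 activity.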
# Starred values were filed as active, the others as inactive; i = inactive; u = inconclusive; x = no result given; & = joins results of further samples; [ ] = another dose, or the depositor's remark. Unless noted, calls follow the shape of the dose curve; as a rule, active = well fitted curve in the direction sought with a large enough effect; inconclusive = small, poorly fitted or top-dose-only effect, or another doubt; inactive = no such curve, though single readings can be large; an effect the other way counts as inactive or inconclusive. Some of the compounds tested, so the mix of outcomes need not match the whole.
no.	Structure	CCT chaperon mod	Nrf2 ARE act	EPAC2 antag	MmCpn inh	Akt phos inh
1	O=CN(CCNc1ccccc1)c1ccccc1	1.2	-0.3%	-15%	x	i
2	C[C@H](CO)N1C[C@H](C)[C@@H](CN(C)Cc2ccc(Oc3ccccc3)cc2)Oc2ccc(NC(=O)Cn3cnnn3)cc2C1=O	0.5	0.6%	-6%	2%	i
3	Cn1c(=O)c2c(nc(NC3CCCCC3)n2CC(O)COc2ccccc2)n(C)c1=O (stereo not given)	-1.9	0.4%	-4%	1%	i
4	O=C1CS(=O)(=O)C2(C(=O)N(Cc3cccc(F)c3)c3ccccc32)N1c1ccccc1 (stereo not given)	x	-0.1%	x	x	x
5	COc1ccccc1N1C(=O)c2cccc3c(C(=O)O)ccc(c23)C1=O	-3.3	-0.6%	10%	0%	i
6	CCOc1ccc(NC(=O)c2ncn(-c3ccccc3)n2)cc1	x	4.2%	x	x	x
7	Cc1ccc(-c2[nH]ncc2/C=N/n2c(COc3ccccc3)nc3ccccc3c2=O)cc1	1.5	9.6%	-7%	-3%	i
8	COc1ccc(S(=O)(=O)N2CCC(C(=O)NC3(C)CCS(=O)(=O)C3)CC2)cc1OC (stereo not given)	0.4	0.0%	2%	-1%	i
9	CCc1ccc(OC)c(-c2csc(N)n2)c1	-0.4	-0.2%	-12%	-6%	i
10	C[C@@H]1C(=O)O[C@H]2[C@H]1CC[C@@]1(C)C(=O)C=C[C@@](C)(O)[C@H]21	1.1	-0.1%	9%	1%	i

no.	EPAC2 ag	TGFb inhibitor	A549 tox	Nrf2 inh
1	8%	u	0%	8%
2	3%	0%	0%	23%
3	3%	0%	-9%	-15%
4	x	16%	13%	-38%
5	3%	0%	4%	7%
6	x	-2%	1%	u
7	-3%	10µM*	-6%	u
8	3%	-5%	-3%	-6%
9	6%	11%	2%	-8%
10	8%	1%	1%	3%

# Sorted by length of the SMILES (descending): some entries from above
no.	Structure	CCT chaperon mod	Nrf2 ARE act	EPAC2 antag	MmCpn inh	Akt phos inh
2	C[C@H](CO)N1C[C@H](C)[C@@H](CN(C)Cc2ccc(Oc3ccccc3)cc2)Oc2ccc(NC(=O)Cn3cnnn3)cc2C1=O	0.5	0.6%	-6%	2%	i
10	C[C@@H]1C(=O)O[C@H]2[C@H]1CC[C@@]1(C)C(=O)C=C[C@@](C)(O)[C@H]21	1.1	-0.1%	9%	1%	i
8	COc1ccc(S(=O)(=O)N2CCC(C(=O)NC3(C)CCS(=O)(=O)C3)CC2)cc1OC (stereo not given)	0.4	0.0%	2%	-1%	i
3	Cn1c(=O)c2c(nc(NC3CCCCC3)n2CC(O)COc2ccccc2)n(C)c1=O (stereo not given)	-1.9	0.4%	-4%	1%	i
5	COc1ccccc1N1C(=O)c2cccc3c(C(=O)O)ccc(c23)C1=O	-3.3	-0.6%	10%	0%	i
6	CCOc1ccc(NC(=O)c2ncn(-c3ccccc3)n2)cc1	x	4.2%	x	x	x
9	CCc1ccc(OC)c(-c2csc(N)n2)c1	-0.4	-0.2%	-12%	-6%	i

no.	EPAC2 ag	TGFb inhibitor	A549 tox	Nrf2 inh
2	3%	0%	0%	23%
10	8%	1%	1%	3%
8	3%	-5%	-3%	-6%
3	3%	0%	-9%	-15%
5	3%	0%	4%	7%
6	x	-2%	1%	u
9	6%	11%	2%	-8%

# Following part
no.	Structure	CCT chaperon mod	Nrf2 ARE act	EPAC2 antag	MmCpn inh	Akt phos inh
11	CCCCN(CC)C(=O)Cc1ccccc1OC	-0.5	0.2%	-9%	1%	i
12	Cc1sc2nc(SCC(=O)NCCCO)n(-c3ccccc3)c(=O)c2c1C	0.8	0.2%	1%	-6%	i
13	CS(=O)(=O)c1ccc(NC(=O)CN2C(=O)C3CCCCC3C2=O)cc1 (stereo not given)	-1.9	0.1%	4%	1%	i
14	O=S1(=O)c2ccccc2OC(COCc2ccccc2)CN1Cc1ccccc1 (stereo not given)	-1.3	-0.4%	-4%	3%	i
15	CCOc1ccc(-n2c(SCc3cc(=O)oc4cc(C)c(C(C)C)cc34)nnc2-c2cccnc2)cc1	-1.9	-0.2%	-7%	0%	i
16	CC(=C/c1ccccc1)/C=N/n1c(C)n[nH]c1=S	-1.2	8.5%	-18%	4%	i
17	COC(=O)C1C(=O)NCC1c1ccc(OC)cc1 (stereo not given)	-0.2	0.2%	3%	1%	i
18	CCOC(=O)CNC(=O)N1CCC(CCOc2ccccc2)(C(=O)OCC)CC1	-3.0	0.3%	9%	1%	i
19	N#Cc1nc(-c2cccs2)oc1N1CCOCC1	-0.8	5.9%	12%	-9%	i
20	COc1ccc(CNC(=O)CS(=O)Cc2nc(-c3cccc(C)c3)oc2C)cc1 (stereo not given)	x	3.6%	x	x	x

no.	EPAC2 ag	TGFb inhibitor	A549 tox	Nrf2 inh
11	-5%	-5%	-1%	x
12	5%	1%	-1%	-9%
13	14%	-14%	7%	1%
14	3%	-2%	4%	u
15	6%	0%	2%	1%
16	0%	-6%	-2%	3%
17	-2%	1%	3%	1%
18	2%	26%	-1%	0%
19	-1%	11%	4%[1.84 µM]	1%
20	x	u	-4%	-5%

# (continued)
no.	Structure	CCT chaperon mod	Nrf2 ARE act	EPAC2 antag	MmCpn inh	Akt phos inh
21	COc1ccc(Cl)cc1-c1nc(SCC(=O)NC(C)C)n[nH]1	0.9	3.5%	-6%	0%	i
22	COc1ccc(OCC(=O)NNC(=O)c2ccc3c(=O)n4c(nc3c2)CCC4)cc1	0.7	-1.9%	-7%	2%	i
23	CCOc1ccc(CNc2nc3nc(C)c(Cc4ccccc4)c(=O)n3[nH]2)cc1	x	-0.1%	x	x	x
24	CCOCc1nnc(NC(=O)c2cc(Cl)ccc2OC)s1	-0.2	u	-2%	0%	i
25	CCCc1nc(SCC(=O)Nc2ccc(S(=O)(=O)N(C)C)cc2)c2ccccc2n1	-0.8	3.8%	-14%	-1%	i
26	CCOC(=O)c1ccc(Nc2nc(N)c3cc(OC)c(OC)cc3n2)cc1	-0.6	12%&13%	15%	1%	i
27	CCOC(=O)C1=C(CC)Nc2ccccc2N=C1NC(=O)c1cccc(S(=O)(=O)N2CCCC2)c1	1.5	-0.5%	-3%	0%	i
28	COc1ccc(CCNC(=O)N2CCOCC2)cc1	0.7	-1.2%	9%	2%	i
29	CCOCCCn1c(=N)c(S(=O)(=O)c2ccccc2)cc2c(=O)n3cc(C)ccc3nc21	0.6	2.5%&0.4%	u	2%	i
30	OCCOCCn1c(CCNc2nc(-c3ccc(F)cc3)cs2)nc2cc(C(F)(F)F)ccc21	-0.5	4.4%	-16%	x	i

no.	EPAC2 ag	TGFb inhibitor	A549 tox	Nrf2 inh
21	-11%	1%	0%	4%
22	2%	7%	-5%	3%
23	x	8%	0%	-7%
24	1%	3%	-11%	-15%
25	-5%	-26%	-10%	-12%
26	2%	u	-1%&-5%	11%&3%
27	6%	-2%	-1%	-4%
28	4%	u	0%	-19%
29	-70%[inhibitor]	33%&20%[activator]	-13%&0%	2%&5%
30	4%	u	-16%	u

# (next part)
no.	Structure	CCT chaperon mod	Nrf2 ARE act	EPAC2 antag	MmCpn inh	Akt phos inh
31	COc1ccc(-c2cc(C(=O)N(C)Cc3ccc(F)cc3)c3ccccc3n2)cc1OC	-3.2	3.0%	-14%	x	i
32	CC1=C(C(N)=O)C(c2ccc(F)cc2)n2nc(CCCO)nc2N1 (stereo not given)	1.8	-0.9%	1%	-2%	i
33	Oc1ccc(C[C@H]2CN([C@@H](Cc3ccccc3)CN3CCCC3CN3C(=S)NC[C@@H]3Cc3ccccc3)C(=S)N2CC2CCCCC2)cc1 (stereo not given in full)	1.1	-0.7%	7%	x	i
34	Cc1ccc(C)c(CSC2=NCCN2C(=O)Cc2ccc([N+](=O)[O-])cc2)c1	-1.6	4.4%	12%	-6%	i
35	CC(=O)c1cccc(NC(=O)NCc2cccs2)c1	-1.8	3.0%	-7%	-2%	i
36	O=C(CN1CCOc2ccccc21)NC1CC1	-0.4	5.2%	7%	x	i
37	CCOc1ccc(NC(=O)c2ccccc2-c2ccccc2C(=O)O)cc1	-2.4	-0.1%	-8%	x	i
38	CCCNS(=O)(=O)c1cc(CN2C(=O)c3cccnc3C2=O)ccc1OC	1.7	0.6%	-14%	2%	i
39	CCCCn1c(SCC(=O)N2CCN(c3ccccc3)CC2)nc2ccsc2c1=O	3.2	3.5%	4%	-3%	i
40	Cc1ccccc1-c1cc(C(=O)NCc2cccc(C(F)(F)F)c2)n(CC2CC(c3cccnc3)=NO2)n1 (stereo not given)	-7.1	-2.2%	0%	2%	i
41	Cc1ccc(S(=O)(=O)c2nc(NCCN(C)C)sc2Cl)cc1	1.7	-0.3%	8%[57.1 µM]	0%	i
42	CC(NC(=O)CSC1=NCCS1)c1ccccc1 (stereo not given)	-0.2	4.3%	9%	1%	i
43	O=C(O)c1ccc2c(c1)C(=O)N(CCc1c[nH]c3ccccc13)C2=O	0.2	2.6%	-11%	-1%	i

no.	EPAC2 ag	TGFb inhibitor	A549 tox	Nrf2 inh
31	1%	-1%	-8%	-3%
32	8%	u	-1%	5%
33	3%	x	x	x
34	12%	-10%	5%	9%
35	14%	-2%	15%	7%
36	0%	-8%	7%	27%
37	16%	10%	1%	u
38	-2%	3%	-2%	3%
39	15%	u	-15%	u
40	-4%	u	-3%	u
41	4%	17%	14%	-7%
42	-1%	u	-13%	-4%
43	8%	-7%	-5%	u
